PI4K2A inh: inhibitors of human PI4K2A; actives 0.13% (n = 420,000); purified PI4K2A, ADP-Glo luminescence, 1 h; active compounds read low; activity change, negative = inhibition, % at 76.9 µM; AID 1346378; in the data active means activity change below about -50%; inconclusive means mostly about -30% to -49%;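 further: -100% = wells without enzyme as full effect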
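In this quantitative HTS, ADP production by PI4K2A was quantified luminescently after 1 h at ambient temperature; 100 microM adenosine served as plate-quality control.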
mIDH1 inhibitor: blocks human mutant IDH1 R132H enzyme. O75874. IDH1-R132H enzyme, NADPH consumption, diaphorase/resazurin fluorescence. Potency, µM (top dose mostly 76.6 µM), for inactives: at the highest dose activity change, negative = inhibition, actives largely listed as inhibitors. actives 0.093% (n = 390,000). AID 602179; further: potency means the concentration at half of the fitted maximal effect; on the % scale 0 is the no-effect control and ±100 the full control effect; nearly all actives have a fitted effect of over 65% in size
Target sequence (O75874 whole entry R132H, stated change not applied): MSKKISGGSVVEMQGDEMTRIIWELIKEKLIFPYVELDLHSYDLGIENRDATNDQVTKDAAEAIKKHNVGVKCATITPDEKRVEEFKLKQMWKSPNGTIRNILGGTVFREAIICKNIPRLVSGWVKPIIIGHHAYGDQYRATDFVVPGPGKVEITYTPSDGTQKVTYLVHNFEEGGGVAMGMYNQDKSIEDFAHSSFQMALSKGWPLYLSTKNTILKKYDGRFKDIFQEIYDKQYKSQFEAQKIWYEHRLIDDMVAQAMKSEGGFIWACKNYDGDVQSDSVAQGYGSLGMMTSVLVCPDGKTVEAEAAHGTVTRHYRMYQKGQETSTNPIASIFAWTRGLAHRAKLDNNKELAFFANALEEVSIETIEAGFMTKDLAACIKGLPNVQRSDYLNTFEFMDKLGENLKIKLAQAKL
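IDH1-R132H (0.5 ug/mL) preincubated 30 min with compound, then NADPH (0.016 mM) and alpha-KG (2 mM) added; 80 min at RT, pH 7.5. Remaining NADPH coupled via diaphorase/resazurin to fluorescence (540/590 nm); concentration-response curves normalized to no-enzyme control.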
USP1 inh: USP1/UAF1 (human) deubiquitinase inhibition. O94782. recombinant USP1/UAF1, Ub-Rhodamine cleavage fluorescence. Potency, µM (top dose mostly 57.1 µM), without a hit: at the top dose activity change, negative = inhibition, actives largely listed as inhibitors. actives 0.23% (n = 390,000); further: potency means the concentration at half of the fitted maximal effect; on the % scale 0 is the no-effect control and ±100 the full control effect; nearly all actives have a fitted effect of over 60% in size; inactives centre near -12
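High-throughput fluorogenic screen: 1nM USP1/UAF1 complex, Ub-Rho substrate 150nM final, 50mM HEPES pH 7.8 with 0.5mM EDTA, 0.1 mg/ml BSA, 1mM TCEP and 0.01% Tween-20.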
rTrxR1 inhibitor: inhibitors of rat thioredoxin reductase 1 | recombinant rTrxR1, NADPH fluorescence consumption, selenite substrate | Potency, µM (top dose mostly 114 µM), without a hit: top-dose activity change, negative = inhibition, usual class: inhibitors | actives 1% (n = 390,000) | O89049; further: potency means the concentration at half of the fitted maximal effect; on the % scale 0 is the no-effect control and ±100 the full control effect; nearly all actives have a fitted effect of over 65% in size
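Rat TrxR1 (90 nM in the dispensed reagent) was pre-reduced with 400 uM NADPH for 5 min at room temperature, then incubated with compound for 15 min. After 400 uM selenite was added, NADPH fluorescence (Ex 340/Em 450 nm) was followed for 8 min.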
TrxR1 substrate: substrates of rat thioredoxin reductase 1 | purified TrxR1 substrate turnover, NADPH consumption readout | Potency, µM (top dose mostly 114 µM), without a hit: at the top dose activity change, negative = substrate turnover | actives 0.01% (n = 390,000); further: potency means the concentration at half of the fitted maximal effect; on the % scale 0 is the no-effect control and ±100 the full control effect; nearly all actives have a fitted effect of over 50% in size
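Rat TrxR1, dispensed at 90 nM, was prereduced with 400 uM NADPH (final) for 5 min at ~22 deg C, then incubated with compound 15 min before 400 uM selenite. A first-read NADPH fluorescence drop versus no-compound background flagged substrates.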
D2 antag: antagonizes the human D2 dopamine receptor; P14416; HEK293 TREx D2 cells, calcium flux, dopamine EC80; inhibition, % at 10 µM; actives 2% (n = 340,000); AID 485344; in the data active means inhibition above about 30%; further: 0% is about no effect
Target sequence (P14416 whole entry, looked up): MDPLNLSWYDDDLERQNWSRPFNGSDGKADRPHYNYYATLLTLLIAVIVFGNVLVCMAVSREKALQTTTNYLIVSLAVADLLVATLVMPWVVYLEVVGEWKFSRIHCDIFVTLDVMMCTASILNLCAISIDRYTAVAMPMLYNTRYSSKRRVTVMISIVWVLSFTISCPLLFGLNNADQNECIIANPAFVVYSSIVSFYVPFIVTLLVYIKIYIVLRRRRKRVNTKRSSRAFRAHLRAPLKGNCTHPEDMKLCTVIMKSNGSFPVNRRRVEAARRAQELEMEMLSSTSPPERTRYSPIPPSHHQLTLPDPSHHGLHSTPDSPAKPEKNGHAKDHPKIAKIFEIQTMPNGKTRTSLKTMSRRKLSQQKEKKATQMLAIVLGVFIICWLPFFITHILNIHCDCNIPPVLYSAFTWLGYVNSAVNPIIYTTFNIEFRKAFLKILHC
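Calcium flux kinetic readout in an inducible HEK293 TREx D2 line plated overnight at 30 C. After 180 s compound exposure, an EC80 dopamine challenge follows with another 180 s kinetic read to detect antagonism.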
D2 ag: activates the human D2 dopamine receptor. actives 0.53% (n = 340,000). P14416. activation, % at 2 µM. HEK293 T-REx D2 cells, calcium flux agonist mode. AID 485358;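 active means activation over 3 SD above normal in the single-dose calcium agonist read, cut at about 30% in these data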; further: 0% is about no effect
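Tetracycline-induced HEK293 T-REx cells with force-coupled D2 receptor, plated overnight at 30 C, loaded with no-wash calcium dye. After a 10 s baseline, compound was pin-added and calcium flux read kinetically for 180 s; calcium rises flagged agonists.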
TRHR agonist: activates the human TRH receptor; P34981; TRHR cells, calcium flux fluo-8, FDSS agonist mode; activation, % at 2 µM; actives 0.18% (n = 360,000); in the data active means activation above about 30%; further: 0% is about no effect
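Read-out: compound-evoked intracellular calcium rise in TRHR cells, fluo-8 dye, kinetic FDSS fluorescence at 1 s/cycle following a 10-cycle baseline. Cells cultured overnight before dye loading (30 min–1.5 h, RT).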
TRHR PAM: allosterically enhances the human TRH receptor. actives 0.66% (n = 360,000). TRHR cells, fluo-8 calcium fluorescence, EC20 TRH enhancement. enhancement, % at 2 µM. P34981; in the data active means enhancement above about 30%; further: 0% is about no effect
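Enhancer read-out: after compound pinning and an initial kinetic agonist-mode read, an EC20 of TRH (10 nM final) was injected and fluo-8 calcium signal (Ex 480/Em 530) followed at 1 s/cycle for 100 cycles in TRHR-expressing cells.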
* hit, by the source's call; u = inconclusive; x = not tested or not shown; & = joins results of further samples; [ ] = another dose, or the depositor's remark. Unless noted, the call rests on the fitted dose curve; in most records, active means well fitted inhibition curve with a large enough effect; inconclusive means small, poorly fitted or top-dose-only effect; inactive means no such curve, though single readings can be large or run the other way.

Field names – A = PI4K2A inh; B = mIDH1 inhibitor; C = USP1 inh; D = rTrxR1 inhibitor; E = TrxR1 substrate; F = D2 antag; G = D2 ag; H = TRHR agonist; I = TRHR PAM
NC(=O)c1nsc(C(=O)N(c2cccc(F)c2)C(C(=O)NCc2ccccc2)c2ccc(O)cc2)c1N (configuration not stated)
  A: 3 | B: -15% | C: -24% | D: -39% | E: 8%[57.1 µM] | F: -10 | G: -1.4 | H: -0.1 | I: 3
N#C/C(=C\c1ccc(OC(=O)c2cccs2)cc1)c1nc2ccccc2[nH]1
  A: 10 | B: -3% | C: -18% | D: 18% | E: 11% | F: x | G: x | H: 0.1 | I: -12
Cc1ccc(N2C(=O)/C(=C\c3ccc(C(C)C)cc3)N=C2SC2CCOC2=O)cc1 (configuration not stated)
  A: -4 | B: -1% | C: -6% | D: 8% | E: -3% | F: -4 | G: 0.7 | H: 0.1 | I: -3
O=[N+]([O-])c1ccc(N2CCN(c3cccc(Cl)c3)CC2)cn1
  A: 2 | B: -4% | C: u | D: 0% | E: -2% | F: -2 | G: 1.1 | H: -0.1 | I: -8
CCOC(=O)c1c(NC(C)=O)sc2c(O)cccc12
  A: -1 | B: 3% | C: -23% | D: -4% | E: -1% | F: 4 | G: -1.0 | H: -0.6 | I: -4
C=CCN(CC=C)C(=O)C1CCN(Cc2ccc(OCc3ccccc3)cc2)CC1
  A: -1 | B: -4% | C: -13% | D: 12% | E: -6% | F: 4 | G: 0.8 | H: 0.5 | I: -6
O=C(c1ccccc1O)N1N=C(c2ccccc2)CC1(O)C(F)(F)F (configuration not stated)
  A: 6 | B: 4% | C: -20% | D: 13% | E: 4% | F: -3 | G: 0.8 | H: 1.2 | I: 6
COc1ccc(CNC(=O)CCCn2nc(C)c3c(C)n(-c4ccccc4)nc3c2=O)cc1
  A: 1&2 | B: -9%&5% | C: -11%&-7% | D: 27%[57.1 µM] | E: 11%[57.1 µM] | F: 6 | G: -1.2&-0.5 | H: 0.1&-1.4 | I: -1&11
COCCCN=C1NN=C(c2cc(C)n(Cc3ccccc3Cl)c2C)CS1
  A: -10 | B: 3% | C: u | D: 17%[57.1 µM] | E: 16%[57.1 µM] | F: -23 | G: 1.9 | H: -0.1 | I: -4
COc1ccc(-c2c(C)cc3oc(=O)cc(-c4ccccc4)c3c2C)cc1C=O
  A: -1 | B: -13% | C: -10% | D: 12% | E: -4% | F: x | G: x | H: x | I: x
Cc1cccc(-c2cc3nc(C)cc(N4CC(C)CC(C)C4)n3n2)c1 (configuration not stated)
  A: 6 | B: 3% | C: -10% | D: 22%[57.1 µM] | E: 4% | F: 19 | G: 0.5 | H: -0.4 | I: 3
Cc1cccc(Oc2ccccc2NC(=O)CSCC(=O)Nc2cc(C)on2)c1
  A: -2 | B: 1% | C: u | D: 8% | E: -6% | F: 8 | G: 0.8 | H: 0.3 | I: -10
CC(=O)N1CCc2cc(Br)cc(S(=O)(=O)NCCN3CCCCC3C)c21 (configuration not stated)
  A: 9 | B: 3% | C: -6% | D: 9%[57.1 µM] | E: -7% | F: 7 | G: 0.6 | H: 0.3 | I: 5
Cc1ccccc1CCN1CCCC(CN(C)C(=O)C(=O)c2ccco2)C1 (configuration not stated)
  A: 0 | B: 3% | C: 3% | D: -13% | E: -9% | F: -12 | G: 0.5 | H: -0.5 | I: 1
CCCC1=C([O-])C2N=CC=CC2=[N+](c2ccccn2)C1=O (configuration not stated)
  A: 4 | B: 2% | C: -5% | D: -15% | E: -7% | F: -9 | G: -0.1 | H: -0.8 | I: 1
CC(C)(C)N(Cc1ccccc1)C(=O)c1cccs1
  A: 1 | B: 6% | C: -13% | D: 17% | E: 11% | F: -16 | G: 0.9 | H: -1.7 | I: 5
Cc1oc(C(N)=O)nc1-c1ccccc1
  A: -5 | B: 10% | C: -17% | D: 3% | E: 32%[activator] | F: -44 | G: 0.3 | H: -0.3 | I: 17
N/C(=N\OC(=O)Cc1ccc(-c2ccccc2)cc1)c1ccccn1
  A: 17 | B: 0% | C: -13% | D: 2% | E: -1% | F: -6 | G: 1.5 | H: -0.2 | I: -3
CS(=O)(=O)Nc1ccc2c(c1)C(=O)OC2
  A: -4 | B: -1% | C: 4% | D: u | E: -11% | F: 6 | G: -0.4 | H: 0.7 | I: -5
Cc1ccc(NC(=O)c2cccc(NC(=O)CCC(=O)O)c2)cc1C
  A: -5 | B: 3% | C: -4% | D: 19%[57.1 µM] | E: -17%[57.1 µM] | F: 0 | G: 0.1 | H: 0.6 | I: 24
CC1CCN(CCCNC(=O)CCNC(=O)Cn2cnc3ccccc3c2=O)CC1
  A: -2 | B: 5% | C: -22% | D: 29%[0.0914 µM] | E: 6%[57.1 µM] | F: -1 | G: 0.5 | H: 1.2 | I: -3
N#C/C(=C\c1cccnc1)c1ccccc1[N+](=O)[O-]
  A: 7 | B: 0% | C: u | D: -2% | E: -2% | F: 0 | G: -1.0 | H: 0.4 | I: 2
CCC(C)NCCOc1ccc(Br)cc1 (configuration not stated)
  A: 9 | B: -2% | C: -2% | D: 30%[57.1 µM] | E: 1%[57.1 µM] | F: -7 | G: -1.5 | H: 0.2 | I: 3
Cc1cccc(-n2c(C)c(C)c3c(N)ncnc32)c1
  A: 4 | B: 20% | C: -13% | D: 11% | E: 4% | F: -5 | G: -2.2 | H: -1.9 | I: 0
Cc1cc(N2C(=O)C(O)=C(C(=O)c3cc4ccccc4o3)C2c2cccc(Br)c2)no1 (configuration not stated)
  A: -2 | B: -7% | C: u | D: -18% | E: -5% | F: 7 | G: -0.3 | H: 0.1 | I: -4
Cc1ccc(NC(=O)c2ccc(S(=O)(=O)N3CCOCC3)cc2)cc1
  A: 7 | B: -3% | C: -5% | D: 7% | E: -4% | F: -7 | G: 0.7 | H: 0.0 | I: -2
C#CCOc1ccc(Cl)cc1/C=N/O
  A: -1 | B: 1% | C: 4% | D: 8% | E: 6% | F: -6 | G: 1.0 | H: 0.7 | I: 6
Cc1cc(OC(C)C(=O)N2CCN(c3ccc(F)cc3)CC2)c2c(C)cc(=O)oc2c1 (configuration not stated)
  A: -2 | B: 15% | C: -7% | D: 4% | E: 4% | F: 8 | G: -1.4 | H: -0.5 | I: -5
COc1ccccc1C(=O)Nc1ccc(S(=O)(=O)N2CCN(C)CC2)cc1
  A: -6 | B: 4% | C: -1% | D: 31%[57.1 µM] | E: 15%[57.1 µM] | F: x | G: x | H: x | I: x
Cc1nc([N+](=O)[O-])cn1CC(O)c1ccc(Cl)cc1 (configuration not stated)
  A: -2 | B: 2% | C: -23% | D: 18% | E: 2% | F: -23 | G: 0.7 | H: 0.7 | I: 0
O=C(OCc1ccc(Cl)cc1)c1cccnc1Cl
  A: -2 | B: 10% | C: -5% | D: 26%[57.1 µM] | E: 2%[57.1 µM] | F: x | G: x | H: -0.6 | I: -1
O=C(NN1C(=O)c2ccc(-c3ccc4c(c3)C(=O)N(NC(=O)c3cccnc3)C4=O)cc2C1=O)c1cccnc1
  A: 2 | B: 0% | C: -19% | D: 2% | E: -4% | F: -10 | G: -7.1 | H: -0.5 | I: 2
CCOc1ncccc1C(=O)OCC(=O)Nc1cc(C(=O)OC)ccc1C(=O)OC
  A: x | B: x | C: x | D: x | E: x | F: -3 | G: 0.1 | H: 0.1 | I: -2
COc1ccc(CCN(CC(=O)NC2CCCC2)C(=O)CCC(=O)Nc2cc(C)on2)cc1OC
  A: 11 | B: 4% | C: -13% | D: -3% | E: 2% | F: 5 | G: 0.2 | H: 0.3 | I: 2
Cc1cccc(/C=N/n2c(-c3ccco3)n[nH]c2=S)c1
  A: 0 | B: 13% | C: -10% | D: -7% | E: 2% | F: -1 | G: -0.2 | H: 0.0 | I: 0
CCCCCC1C(=O)N2C=C(c3ccccc3)c3ccccc3N2C1=O (configuration not stated)
  A: 2 | B: 7% | C: -16% | D: 16%[11.4 µM] | E: 9%[11.4 µM] | F: x | G: x | H: x | I: x
Cc1ccc(CN(C(=O)c2cc(=O)c3cc(C)cc(C)c3o2)C2CCS(=O)(=O)C2)cc1 (configuration not stated)
  A: 4 | B: 4% | C: -6% | D: 0% | E: -2% | F: x | G: x | H: -0.4 | I: 15
Cc1noc(C)c1C(=O)NCc1ccccc1
  A: -4 | B: 1% | C: -24% | D: 3%[57.1 µM] | E: 10%[57.1 µM] | F: 13 | G: 0.3 | H: 0.7 | I: 10
CC(=O)Nc1ccc(C(=O)CSc2cc(C)c3cccc(C)c3n2)cc1
  A: 0 | B: -2% | C: -21% | D: -8% | E: -6% | F: -2 | G: 1.8 | H: 1.1 | I: -2
Cc1nn2c(Nc3ccc(F)cc3)c3c(nc2c1-c1ccccc1)CCC3
  A: -3 | B: 1% | C: -20% | D: 19% | E: 20% | F: 3 | G: 0.6 | H: 0.5 | I: 13

Pulled one by one from the entries so far, five records:
Field names – A = PI4K2A inh; B = mIDH1 inhibitor; C = USP1 inh; D = rTrxR1 inhibitor; E = TrxR1 substrate; F = D2 antag; G = D2 ag; H = TRHR agonist; I = TRHR PAM
Cc1nn2c(Nc3ccc(F)cc3)c3c(nc2c1-c1ccccc1)CCC3
  A: -3 | B: 1% | C: -20% | D: 19% | E: 20% | F: 3 | G: 0.6 | H: 0.5 | I: 13
Cc1noc(C)c1C(=O)NCc1ccccc1
  A: -4 | B: 1% | C: -24% | D: 3%[57.1 µM] | E: 10%[57.1 µM] | F: 13 | G: 0.3 | H: 0.7 | I: 10
CC(=O)Nc1ccc(C(=O)CSc2cc(C)c3cccc(C)c3n2)cc1
  A: 0 | B: -2% | C: -21% | D: -8% | E: -6% | F: -2 | G: 1.8 | H: 1.1 | I: -2
COc1ccccc1C(=O)Nc1ccc(S(=O)(=O)N2CCN(C)CC2)cc1
  A: -6 | B: 4% | C: -1% | D: 31%[57.1 µM] | E: 15%[57.1 µM] | F: x | G: x | H: x | I: x
Cc1cccc(/C=N/n2c(-c3ccco3)n[nH]c2=S)c1
  A: 0 | B: 13% | C: -10% | D: -7% | E: 2% | F: -1 | G: -0.2 | H: 0.0 | I: 0
